Bioassay records deposited in PubChem BioAssay by several laboratories.
hK5 inh: kallikrein 5 (human) inhibition | inhibition, % at 5 µM | recombinant hK5, fluorogenic AMC substrate cleavage | 210,000 tested, 0.59% active;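 active means inhibition of 40% or more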;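 further: 0% = enzyme controls without compound and 100% = no-enzyme blanks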
FXIIa inh 1536: blocks human coagulation factor XIIa protease activity; P00748; purified FXIIa, Boc-QGR-AMC fluorogenic substrate, 2 h; inhibition, % at 5 µM; 220,000 tested, 0.3% active; AID 800; in the data active means inhibition above about 40%;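 further: 0% = enzyme with no compound and 100% = blank without enzyme; many of its hits are not listed in these tables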
Furin inhibitor: inhibitors of human furin | purified furin, fluorogenic substrate cleavage | P09958 | inhibition, % at 30 µM | 220,000 tested, 0.061% active; in the data active means inhibition above about 25%; further: inactives centre near -15
Wee1 degr inh: blocks degradation of human Wee1 kinase; reporter increase, % at 5 µM; HeLa Luc-Wee1K328M stability, luciferase luminescence; 100% = proteasome inhibitor MG132 effect; P30291; 220,000 tested, 1.2% active; AID 1321;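 active means activation above the mean of all tested compounds plus 3 SD, set per screening run, cut at about 8.8% in these data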;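 further: cells exposed to compound for 20 h before luminescence read; 0% = DMSO alone and 100% = MG132 at 30 µM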
PERK inh: human PERK inhibition, primary cell-based screen; Q9NZJ5; CHO PERK-DD fusion, SEAP luminescence translation reporter; inhibition, % at 5.6 µM; 220,000 tested, 0.17% active; AID 1416;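 active means inhibition above the mean inhibition of all tested compounds plus 3 SD, set separately per screening campaign, cut at about 2.9% in these data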;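 further: PERK kinase domain activated by AP20187 dimerizer at 100 nM; 0% = DMSO with dimerizer and 100% = rapamycin at 8.4 µM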
Target sequence (Q9NZJ5 whole entry, looked up, the tested form may be a part): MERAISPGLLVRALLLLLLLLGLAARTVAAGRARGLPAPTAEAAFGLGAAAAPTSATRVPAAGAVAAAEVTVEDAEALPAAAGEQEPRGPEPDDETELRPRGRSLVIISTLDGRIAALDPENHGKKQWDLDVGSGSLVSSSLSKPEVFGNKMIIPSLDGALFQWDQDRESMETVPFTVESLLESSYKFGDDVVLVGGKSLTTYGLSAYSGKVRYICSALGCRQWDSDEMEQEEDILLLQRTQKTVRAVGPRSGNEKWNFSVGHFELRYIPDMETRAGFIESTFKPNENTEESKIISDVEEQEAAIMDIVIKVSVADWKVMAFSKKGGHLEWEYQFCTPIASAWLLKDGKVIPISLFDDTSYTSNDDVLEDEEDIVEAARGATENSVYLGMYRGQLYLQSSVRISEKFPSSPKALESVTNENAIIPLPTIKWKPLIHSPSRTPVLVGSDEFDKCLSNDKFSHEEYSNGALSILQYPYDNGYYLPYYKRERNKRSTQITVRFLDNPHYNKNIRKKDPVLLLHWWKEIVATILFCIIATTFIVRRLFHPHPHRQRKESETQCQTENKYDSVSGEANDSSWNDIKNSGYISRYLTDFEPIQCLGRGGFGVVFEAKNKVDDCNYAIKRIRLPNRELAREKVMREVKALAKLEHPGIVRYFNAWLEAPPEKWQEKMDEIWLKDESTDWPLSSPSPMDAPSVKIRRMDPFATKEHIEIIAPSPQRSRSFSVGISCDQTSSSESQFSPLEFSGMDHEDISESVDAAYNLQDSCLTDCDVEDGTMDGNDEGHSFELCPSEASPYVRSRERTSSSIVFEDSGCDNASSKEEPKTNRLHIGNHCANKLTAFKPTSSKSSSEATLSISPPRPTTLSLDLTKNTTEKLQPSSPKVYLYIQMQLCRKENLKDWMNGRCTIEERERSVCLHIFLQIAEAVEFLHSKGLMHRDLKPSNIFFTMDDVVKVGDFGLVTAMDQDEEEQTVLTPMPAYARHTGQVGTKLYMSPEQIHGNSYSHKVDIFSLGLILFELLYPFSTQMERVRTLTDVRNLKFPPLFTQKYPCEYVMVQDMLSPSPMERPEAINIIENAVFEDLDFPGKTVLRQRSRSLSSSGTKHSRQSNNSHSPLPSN
thrombin 1536: inhibitors of human thrombin. 220,000 tested, 0.26% active. P00734. inhibition, % at 5 µM. alpha-thrombin, Boc-VPR-AMC fluorogenic substrate cleavage;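 active means inhibition at or above 40%; inactive means inhibition below 40%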;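 further: 0% = enzyme with no compound and 100% = wells without enzyme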
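System: human alpha-thrombin protein; Compound dosing: one concentration per compound, 5 µM, with 0.2% DMSO; Timing: reaction at room temperature; Technique: AMC fluorescence, 355/460 nm; Controls: enzyme without compound as high, wells lacking enzyme as low.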
Cl transport mod: KCC2 (human) Cl- transport modulation; KCC2 cells, thallium flux FluoZin-2 fluorescence; AID 1456; 190,000 tested, 2.2% active; Q9H2X9; B-score of Tl+ flux slope (higher = more flux/activation; lower = inhibition) at 10 µM;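 active means thallium flux slope and its plate-corrected score both differing from the plate sample mean at a set confidence after two filtering rounds, in either direction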;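 further: slope of fluorescence scaled to starting intensity during 10 to 20 s after thallium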
FXIa inh 1536: factor XIa (human) inhibition. P03951. purified FXIa, Boc-Glu-Ala-Arg-AMC fluorogenic substrate. inhibition, % at 5 µM. 220,000 tested, 0.14% active. AID 798;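 active means inhibition of at least 40%; inactive means inhibition below 40%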;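 further: fluorescence of freed AMC excited at 355 nm; 0% = enzyme without compound and 100% = no enzyme blank; many of its hits are not listed in these tables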
p97 inhibitor: human p97 ATPase inhibition. recombinant p97 ATPase, Kinase-Glo ATP luminescence, 3 h. inhibition, % at 8 µM. P55072. AID 1481. 220,000 tested, 0.42% active; in the data active means inhibition above about 15%;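 further: 0% = DMSO vehicle and 100% = wells lacking enzyme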
* = called active by the depositor; nt = no result given; [ ] = another dose, or the depositor's remark.

SMILES | hK5 inh | FXIIa inh 1536 | Furin inhibitor | Wee1 degr inh | PERK inh | thrombin 1536 | Cl transport mod | FXIa inh 1536 | p97 inhibitor
O=C(COc1ccccc1Cl)N1CCN(c2ccc(F)cc2)CC1 | 1 | 7 | -14[20 µM] | -3 | 0.0 | -3 | -0.0082 | -7 | 1
CCc1nc2nc(C)cc(Nc3cccc(C(F)(F)F)c3)n2n1 | 2 | 15 | -18 | 5 | -0.1 | 0 | -1.1 | -1 | 4
Cc1ccc(OCC(=O)N2CCc3ccccc32)cc1 | -15 | 6 | -4 | -2 | 0.0 | -10 | -0.4 | -3 | 0
CCN(CC)C(=O)N1CCn2c(nc3ccccc32)C1 | -5 | 18 | -20[20 µM] | 1 | -0.2 | 7 | 0.037 | 9 | 5
C/C(=C\CCC1(C)C2CC3C(C2)C31C)C(=O)O (stereo not drawn) | -1 | 7 | -20 | nt | nt | 4 | 1.2 | 1 | nt
CS(=O)(=O)N1CCC(C(=O)N2CCc3ccccc3C2)CC1 | -8 | 16 | -19[20 µM] | 1 | -1.3 | 1 | -0.19 | 5 | -4
O=c1c(C=Nc2ccc(Cl)cc2)c[nH]n1-c1cccc(Cl)n1 | -3 | 10 | -18[20 µM] | -1 | 1.4 | -1 | 0.62 | 4 | 0
COc1ccc(-n2c(/C=C3\C(=O)N(C)c4ccccc43)nc3ccccc3c2=O)cc1 | 3 | 9 | -9 | 1 | -0.7 | -2 | -0.69 | 1 | 3
CCCCSc1nnc(-c2ccccc2)c2ccccc12 | -13 | 8 | -15 | 2 | 0.9 | -12 | -0.24 | -6 | -6
O/N=C1\CCCc2ccccc21 | nt | 16 | -3 | -1 | 0.9 | 2 | 0.27 | 4 | 6
COCCNC(=O)c1onc(CSc2ccc(F)c(F)c2)c1C(=O)O | 1 | 17 | 1[20 µM] | 2 | 0.1 | 1 | 0.052 | 17 | -2
c1cc(CNCC2CCCO2)ccn1 (stereo not drawn) | 6 | 2 | -26 | -4 | 0.7 | -9 | -0.47 | -4 | 9
Cn1c(CCNC(=O)c2ccco2)nc2cc(NS(=O)(=O)c3ccc(Cl)cc3)ccc21 | -19 | 1 | -27 | 0 | 0.8 | 4 | 0.046 | 2 | -6
COc1cc(C(=O)Nc2ccc(N(C)C)cc2)cc(OC)c1OC | -2 | 14 | -30 | 1 | 0.6 | 5 | nt | 2 | 5
CCCCSC1=N/C(=C/c2ccsc2)C(=O)N1c1ccccc1 | -9 | 14 | -19 | -3 | 0.3 | -1 | -1 | 10 | 0
COCCCN1C(=O)c2[nH]nc(-c3ccccc3O)c2C1c1ccc(Cl)cc1 (stereo not drawn) | -5 | -1 | -14 | 0 | -1.9 | -8 | -0.079 | -2 | -2
O=C(NNS(=O)(=O)c1ccccc1[N+](=O)[O-])c1cccnc1 | -1 | 2 | 0 | -1 | -0.4 | -3 | 1.7 | -1 | 2
CC(=O)c1ccc(NC(=O)N2CCc3ccccc3C2)cc1 | -2 | 3 | -21 | -1 | 0.7 | -14 | 0.021 | -5 | 1
CC(=O)NN1C(=O)/C(=C\c2ccc(Br)o2)SC1=S | -7 | 11 | 2 | 1 | 0.1 | -5 | 0.063 | 6 | 6
O=c1nc(-c2ccccc2)n(-c2ccccc2)c2ncccc12 | 1 | 5 | 4[20 µM] | -4 | 0.1 | 0 | nt | 8 | 1
O=[N+]([O-])c1cccc2c(Cl)ccnc12 | -2 | 2 | -32 | -2 | 1.1 | 2 | 0.95 | -5 | 4
O=C1c2ccccc2C(Nc2ccc(S(=O)(=O)N3CCOCC3)cc2)N1Cc1ccco1 (stereo not drawn) | -11 | 14 | -15 | 0 | 0.9 | -2 | -0.53 | 6 | 3
CCc1ccc(NC(=O)CCc2nc3ccccc3[nH]2)cc1 | -4 | 4 | -19 | 9.5* | 0.2 | -1 | 0.2 | -9 | 2
O=C(Nc1cc(SCCO)cc([N+](=O)[O-])c1)c1ccc(Br)o1 | -3 | 8 | -8 | 1 | 0.2 | -3 | -0.69 | 9 | 2
COc1ccc(CN/C(C)=C(/C#N)C(N)=O)cc1OC | -2 | -11 | -30 | 4 | 1.1 | -6 | nt | -13 | 4
C=C(C)COc1ccc(-c2[nH]ncc2-c2ccccc2)c(O)c1 | -7 | 16 | -17[20 µM] | 3 | 0.6 | 7 | -4.4* | 0 | -4
CC(=O)Nc1ccc(S(=O)(=O)NCCSc2ccccn2)cc1 | -1 | -6 | -3[20 µM] | -1 | 1.0 | -5 | -0.42 | -25 | 7
O=C(O/N=C1/CCSc2ccccc21)c1ccc(F)cc1 | -7 | 19 | -8[20 µM] | 0 | -0.2 | -1 | -0.37 | 3 | -2
COc1ccc(N2C(=NC(C)=O)SC3CS(=O)(=O)CC32)cc1OC (stereo not drawn) | -3 | 24 | -22 | 1 | 0.9 | -5 | 0.29 | 15 | 4
Cc1ccc(C)n1-c1c(C(=O)NN)cnn1-c1ccccc1 | 1 | 7 | -26 | -2 | 0.8 | -1 | 0.051 | -1 | 1
COCCCn1cc(C(=O)c2ccccc2OCC(=O)Nc2cccc(F)c2)cc(C#N)c1=O | -4 | 2 | -23 | 1 | -0.2 | 10 | -0.26 | -6 | 3
COc1ccc(NC(=O)c2cc3c(=O)n4ccccc4nc3n2C)cc1OC | 2 | 12 | -31 | 9 | 0.1 | 8 | 0.12 | -1 | 3
Cc1cc(-n2c(C)cc(C(=O)CSc3ccc4c(c3)OCCO4)c2C)no1 | -3 | 4 | -10 | -6 | 0.0 | -6 | -1.4 | -3 | -3
CC(/C=N/n1c(-c2cccnc2)n[nH]c1=S)=C\c1ccco1 | 4 | 4 | -13 | 0 | 0.5 | 1 | 0.74 | 3 | 8
CCN(CC)c1ccc(N)cc1S(=O)(=O)Nc1ccc(OC)cc1 | -1 | 7 | -14 | 0 | 0.6 | -2 | 1.9 | -1 | 2
Cc1ccccc1OCCSc1nnc(C)n1-c1ccccc1 | -16 | -1 | -20[20 µM] | -1 | -0.7 | -5 | -0.12 | 3 | -4
Cc1ccc2nc(C)c(Cl)c(=O)n2c1 | -2 | 16 | -10[20 µM] | -1 | -0.7 | 0 | -0.43 | 4 | 4
COc1ccc(-c2cn(-c3ccc(OC)cc3)c(=S)[nH]2)cc1 | -3 | 1 | -7 | 0 | 0.9 | 1 | 8.5* | 18 | 6
Cc1nc([N+](=O)[O-])c(Sc2nc3ccc([N+](=O)[O-])cc3[nH]2)n1Cc1ccccc1 | -11 | 5 | -5 | -4 | 0.2 | -4 | 0.55 | 5 | 4
CCn1c(CNC(=O)c2ccccc2F)nnc1SCc1nc2ccccc2c(=O)[nH]1 | -17 | 4 | -12 | -1 | 0.4 | -4 | 0.33 | -4 | 3
CCOc1ccc(C(=O)NCCc2ccccc2)cc1 | -19 | 10 | -9[20 µM] | -3 | 1.0 | -1 | -0.2 | 1 | -3
Cc1cccc(N2CCN(S(=O)(=O)c3ccc4c(c3)CCC(=O)N4)CC2C)c1 (stereo not drawn) | -16 | 1 | -21[20 µM] | 2 | 0.3 | -8 | 0.46 | -7 | -4
COc1ccccc1NC(=O)CN(Cc1ccco1)C(=O)c1ccc(Cl)nc1 | -1 | 7 | -10 | -1 | -0.2 | -4 | 0.088 | -2 | -3
CCCC(=O)Nc1nnc(COC)s1 | -8 | 12 | -15[20 µM] | -1 | 0.3 | -5 | nt | -1 | 7
CC(C)OCCCNC(=O)c1ccc(CS(=O)(=O)Cc2ccccc2F)o1 | -27 | 7 | -1[20 µM] | -2 | 0.2 | -3 | -1 | -5 | -1

Limited to FXIIa inh 1536, for four of the compounds above:
mol	FXIIa inh 1536
CCCC(=O)Nc1nnc(COC)s1	12
COc1ccccc1NC(=O)CN(Cc1ccco1)C(=O)c1ccc(Cl)nc1	7
Cc1ccc2nc(C)c(Cl)c(=O)n2c1	16
Cc1nc([N+](=O)[O-])c(Sc2nc3ccc([N+](=O)[O-])cc3[nH]2)n1Cc1ccccc1	5

The list continues:
SMILES | hK5 inh | FXIIa inh 1536 | Furin inhibitor | Wee1 degr inh | PERK inh | thrombin 1536 | Cl transport mod | FXIa inh 1536 | p97 inhibitor
CCCC(C)C(=O)Nc1ccc(Cl)cc1Cl (stereo not drawn) | -2 | 12 | -7[20 µM] | -1 | -1.5 | 2 | nt | 1 | -6
Cc1cc(C(=O)Nc2c(F)c(F)c(F)c(F)c2F)n(-c2ccccc2)n1 | -29 | 0 | -27 | -1 | -0.4 | -1 | -0.39 | -7 | 2
N#C/C(=C\c1ccc(-c2ccc(C(=O)O)cc2)o1)C(=O)NCC1CCCO1 (stereo not drawn) | -16 | 9 | -4 | 2 | 1.6 | 1 | 0.33 | 1 | 8
CCOCCCNC(=O)C1CCCN(S(=O)(=O)CC)C1 (stereo not drawn) | 7 | 7 | -34[20 µM] | -1 | 0.8 | -4 | 0.44 | -27 | 2
COc1cccc(CC(=O)Nc2ccc3nc(C)sc3c2)c1 | -23 | 5 | -21 | 3 | -0.1 | -4 | -0.11 | 1 | -3
Cc1nc2ccc(N=NN(C)C)cc2[nH]1 | -1 | 3 | -10 | -2 | 1.2 | -4 | 0.71 | 0 | 7
CCn1c(CSc2ncccn2)nnc1SCC(=O)N1CCc2ccccc21 | 20 | 16 | -21 | 0 | -0.9 | 26 | -0.18 | 4 | 3
c1ccc(OCCCc2nc(-c3ccncc3)no2)cc1 | 4 | 11 | -11[20 µM] | 1 | 1.0 | 2 | -0.65 | 7 | -4
COc1ccc(N(CC(=O)Nc2ccc3c(c2)OCO3)S(C)(=O)=O)c(OC)c1 | 4 | 26 | -9 | -2 | 0.2 | 5 | 1 | 25 | -1
CSc1ncccc1C(=O)NCCc1ccc(Cl)cc1 | -6 | 4 | -14 | 0 | 0.7 | -14 | -0.32 | -8 | 3
COc1ccc(/C=C/C(=O)NCC(=O)n2nc(C)cc2C)cc1 | 0 | 2 | -22 | 4 | 0.5 | -2 | 0.17 | -2 | 6
CC1Cc2ccccc2N1C(=O)CSc1nnc(CNc2ccccc2)o1 (stereo not drawn) | -16 | 6 | -16[20 µM] | 1 | 0.1 | 9 | nt | -5 | -6
COc1ccc(N2C(=O)C(CC(=O)O)S/C2=C\C(C)=O)cc1 (stereo not drawn) | -21 | 9 | -16 | -1 | 0.1 | -2 | 0.037 | -8 | -2
C/C(=N\O)C(C)(C)Nc1ccccc1F | -2 | -1 | -18 | 0 | 1.7 | -4 | 0.17 | -3 | 5
C=CSc1sc(Cl)c(N(C)C)c1[N+](=O)[O-] | 0 | 13 | -19 | 0 | 1.8 | 5 | 1.8 | 2 | 4

Cl transport mod: entries above that show a hit.
SMILES | hK5 inh | FXIIa inh 1536 | Furin inhibitor | Wee1 degr inh | PERK inh | thrombin 1536 | Cl transport mod | FXIa inh 1536 | p97 inhibitor
C=C(C)COc1ccc(-c2[nH]ncc2-c2ccccc2)c(O)c1 | -7 | 16 | -17[20 µM] | 3 | 0.6 | 7 | -4.4* | 0 | -4
COc1ccc(-c2cn(-c3ccc(OC)cc3)c(=S)[nH]2)cc1 | -3 | 1 | -7 | 0 | 0.9 | 1 | 8.5* | 18 | 6

Full records as entered above. Order of screens: hK5 inh	FXIIa inh 1536	Furin inhibitor	Wee1 degr inh	PERK inh	thrombin 1536	Cl transport mod	FXIa inh 1536	p97 inhibitor
Results for `CCOCCCNC(=O)C1CCCN(S(=O)(=O)CC)C1` (stereo not drawn) → 7	7	-34[20 µM]	-1	0.8	-4	0.44	-27	2
Results for `CSc1ncccc1C(=O)NCCc1ccc(Cl)cc1` → -6	4	-14	0	0.7	-14	-0.32	-8	3
